core dimer inh: HCV core protein dimerization inhibition. AID 1899. actives 0.33% (n = 300,000). inhibition, % at 5 µM. TR-FRET GST/Flag-core106 dimerization, 1536-well;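 active = inhibition above the mean of all tested compounds plus 3 SD, set per screening campaign, cut at about 45% in these data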
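test system = GST/Flag-tagged HCV core106 proteins | probe or stimulus = Eu donor and XL665 acceptor anti-tag antibodies | times = compound-protein-antibody incubation 4 h at 22.5 °C | signal = TR-FRET, excitation 340 nm, emission 617 and 671 nm | measure = percent inhibition of core106 dimerization signal | controls = wells lacking GST-core106 and wells with excess unlabelled core106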
Fh CTSL1 inh: blocks F. hepatica cathepsin L1 in PFM18AAP counter-screen; actives 0.49% (n = 300,000); inhibition, % at 5.96 µM; recombinant F. hepatica cathepsin L1, Z-Leu-Arg-MCA fluorescence;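 active = inhibition above the mean of all tested compounds plus 3 SD, set per screening campaign, cut at about 17% in these data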;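 also: 0% = plate median of test compound wells and 100% = 1 µM Z-Phe-Ala-diazomethylketone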
TPT1 inhibitor: C. albicans TPT1 enzyme inhibition | AID 1962 | inhibition, % at 5 µM | actives 0.81% (n = 300,000) | recombinant caTPT1, FP RNA substrate dephosphorylation;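 active = inhibition above the mean of all tested compounds plus 3 SD, set per screening campaign, cut at about 24% in these data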;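 also: plate controls were DMSO alone for no effect and ferristatin control at 100 nM for full effect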
Efflux pump mplx: inhibitors of Candida antifungal efflux pumps expressed in yeast | S. cerevisiae Candida pump triplex, Nile Red efflux | inhibition, % at 10 µM | actives 0.44% (n = 330,000);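 active = plate passing quality check with inhibition over a set limit, or well fluorescence over plate mean plus 4 SD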;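 also: Nile Red retained in pooled yeast measured as flow cytometry median fluorescence; 0% = buffer negative control and 100% = Enniatin B positive control; higher means more Nile Red kept so more efflux inhibition; some compounds called inactive have numbers as strong as hits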
ZTA DNA inh: counter-screen for EBNA-1 inhibitors: inhibitors of Epstein-Barr virus ZTA | inhibition, % at 11 µM | actives 0.15% (n = 320,000) | ZTA-DNA binding, fluorescence polarization; in the data active = inhibition above about 33%
Target sequence (P03206 whole entry, looked up): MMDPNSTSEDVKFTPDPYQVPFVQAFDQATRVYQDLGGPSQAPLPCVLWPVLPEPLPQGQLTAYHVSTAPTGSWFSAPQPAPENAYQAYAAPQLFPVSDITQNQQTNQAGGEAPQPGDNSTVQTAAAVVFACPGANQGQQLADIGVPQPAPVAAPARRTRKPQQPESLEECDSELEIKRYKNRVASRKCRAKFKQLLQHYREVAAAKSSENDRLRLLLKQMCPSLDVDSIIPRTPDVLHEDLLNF
EBNA-1 inhibitor: blocks EBNA-1 binding to DNA | actives 0.34% (n = 300,000) | inhibition, % at 14.8 µM | AID 1950 | EBNA-1 DNA binding, fluorescence polarization; in the data active = inhibition above about 28%
PP5 primary: inhibitors of human protein phosphatase 5 (PP5); P53041; purified PP5c, OMFP substrate fluorescence; inhibition, % at 6.7 µM; actives 0.18% (n = 320,000);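 active = inhibition above the campaign's mean inhibition across all tested compounds plus 3 SD, cut at about 9.5% in these data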;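 also: 0% = DMSO only and 100% = 100 µM cantharidin control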
Target sequence (P53041 whole entry, looked up): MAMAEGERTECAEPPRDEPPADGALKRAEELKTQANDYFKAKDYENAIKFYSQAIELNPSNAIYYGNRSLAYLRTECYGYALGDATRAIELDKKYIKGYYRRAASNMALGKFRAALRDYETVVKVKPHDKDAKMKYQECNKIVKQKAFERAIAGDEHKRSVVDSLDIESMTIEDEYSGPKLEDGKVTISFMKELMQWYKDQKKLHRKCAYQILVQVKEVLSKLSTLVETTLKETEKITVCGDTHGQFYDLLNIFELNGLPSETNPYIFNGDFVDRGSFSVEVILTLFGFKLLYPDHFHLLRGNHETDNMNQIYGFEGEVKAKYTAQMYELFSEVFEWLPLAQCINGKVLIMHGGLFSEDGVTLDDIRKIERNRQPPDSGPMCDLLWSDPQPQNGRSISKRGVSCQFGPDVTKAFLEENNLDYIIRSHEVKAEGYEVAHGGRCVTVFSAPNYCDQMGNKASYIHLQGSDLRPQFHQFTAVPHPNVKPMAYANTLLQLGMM
PREPL inhibitor: inhibits the human prolyl oligopeptidase-like enzyme; Q4J6C6; recombinant PREPL, fluorescence polarization activity-based probe; inhibition, % at 5.96 µM; actives 0.68% (n = 320,000); AID 2751; in the data active = inhibition above about 43%;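 also: 0% = enzyme with DMSO and 100% = wells lacking enzyme; many of its hits are not listed in these tables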
PP1 counter: PP1-alpha (human) inhibition in PP5 counter-screen | purified PP1alpha, OMFP fluorescence | inhibition, % at 6.7 µM | actives 0.9% (n = 320,000) | AID 2235;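 active = inhibition above the mean inhibition of all tested compounds plus 3 SD, computed separately for each screening campaign, cut at about 15% in these data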
* = called active by the depositor. The list is partial, so the mix of outcomes need not match the whole.

Start of the data: the first 2 records as a preview:
Each structure is followed by: core dimer inh | Fh CTSL1 inh | TPT1 inhibitor | Efflux pump mplx | ZTA DNA inh | EBNA-1 inhibitor | PP5 primary | PREPL inhibitor | PP1 counter
Cc1cc(C)c(S(=O)(=O)N2CCOC2CNC(=O)C(=O)NCCCN2CCOCC2)c(C)c1 (stereo not given)
    -3 | -2 | 0 | -0.1 | -7 | -1 | 0.2 | 0 | 1
O=C(CSc1nc(Nc2ccccc2)nc(N2CCOCC2)n1)Nc1cccc([N+](=O)[O-])c1
    14 | -1 | 1 | -0.3 | -1 | -4 | 1.9 | -5 | 5

This part in full (from the top)
Each structure is followed by: core dimer inh | Fh CTSL1 inh | TPT1 inhibitor | Efflux pump mplx | ZTA DNA inh | EBNA-1 inhibitor | PP5 primary | PREPL inhibitor | PP1 counter
Cc1cc(C)c(S(=O)(=O)N2CCOC2CNC(=O)C(=O)NCCCN2CCOCC2)c(C)c1 (stereo not given)
    -3 | -2 | 0 | -0.1 | -7 | -1 | 0.2 | 0 | 1
O=C(CSc1nc(Nc2ccccc2)nc(N2CCOCC2)n1)Nc1cccc([N+](=O)[O-])c1
    14 | -1 | 1 | -0.3 | -1 | -4 | 1.9 | -5 | 5
Cc1cc(C)c(C#N)c(OCC(=O)c2ccccc2)n1
    -3 | 3 | -3 | 0.1 | 9 | 8 | 0.8 | -7 | 3
Cc1ccc(NC(=O)C2CC(=O)n3c(nc4ccccc43)N2)cc1C (stereo not given)
    1 | 5 | 0 | -0.1 | 8 | 18 | -2.8 | 4 | -2
COc1ccc(-c2n[nH]c(=S)nc2-c2ccc(OC)cc2)cc1
    2 | 4 | 1 | -0.2 | 9 | 1 | 0.2 | -5 | -1
Clc1ccc(OCc2nnc3n2N=C(c2ccc4c(c2)OCCO4)CS3)c(Cl)c1
    7 | 2 | 4 | -0.3 | -19 | 10 | -1.2 | -41 | 5
O=C(CNC(=O)c1ccccc1)N/N=C/c1ccc([N+](=O)[O-])s1
    -8 | 0 | -6 | -0.1 | -1 | 8 | 1.5 | 2 | -1
CC1CCN(S(=O)(=O)c2ccc3c(c2)N(CC(=O)NCCN2C(C)CCCC2C)C(=O)CS3)CC1 (stereo not given)
    0 | -3 | 1 | -0.1 | -3 | -17 | 0.5 | 17 | -2
COc1cc(C(=O)N[C@@H](C)C(=O)N2CCC3(CC2)NCCc2[nH]cnc23)cc(OC)c1OC
    9 | -2 | -2 | 0.1 | -2 | 10 | 1.5 | 2 | -2
NNc1nc(-c2ccccc2)cc(-c2ccc(Br)cc2)n1
    12 | 1 | -4 | -0.1 | 11 | 10 | 3.7 | -2 | -1
Cc1ccccc1NC(=O)C1CCCN(S(=O)(=O)c2c(C)noc2C)C1 (stereo not given)
    -5 | 3 | 2 | 0.0 | -4 | -7 | -2.9 | 6 | -2
CC(=O)c1cccc(NC(=O)C(C)N(C)CC(=O)Nc2ccc(Cl)cc2)c1 (stereo not given)
    -3 | -3 | -2 | 0.0 | -7 | 0 | 1.7 | -25 | 2
COc1ccc(C(=O)N[C@H](C(=O)OCc2cc(=O)oc3cc(C)ccc23)C(C)C)cc1
    12 | 4 | 2 | 0.0 | 5 | 5 | 1.5 | 5 | 1
c1ccc(Cc2nnc3n2N=C(c2ccccc2)CS3)cc1
    2 | 1 | -1 | -0.1 | 8 | -7 | -1.8 | -22 | -2
NC(=O)C1(N2CCCCC2)CCN(S(=O)(=O)c2cc(Cl)ccc2Cl)CC1
    9 | -2 | 0 | -0.1 | -2 | 17 | -0.5 | -4 | 0
CCc1ccc(CN(C)C(=O)C2CCC(=O)N(CC3CCCCC3)C2)cc1 (stereo not given)
    -14 | 4 | -1 | 0.0 | -4 | 3 | 3.4 | 16 | 4
CCOC(=O)C1=NOC(Cn2cc(C(C)=O)c(=O)[nH]c2=O)C1 (stereo not given)
    -6 | -1 | 0 | 0.0 | 0 | 1 | 2.3 | 4 | -2
CN(Cc1cc(=O)[nH]c2ccccc12)C(=O)c1ccccc1
    -3 | -2 | -4 | 0.0 | 7 | -5 | 2.3 | 2 | -3
CCCCC(=O)NS(=O)(=O)c1ccc(N=NN(CC)CC)cc1
    -2 | 6 | -1 | 0.1 | 0 | -4 | -2.1 | -8 | -4
Cc1ccc(CN2CC(C(=O)Nc3cc(S(C)(=O)=O)ccc3Cl)CC2=O)cc1 (stereo not given)
    2 | -1 | 1 | -0.1 | 3 | 2 | 1.0 | 4 | -1

(further entries)
SMILES	core dimer inh	Fh CTSL1 inh	TPT1 inhibitor	Efflux pump mplx	ZTA DNA inh	EBNA-1 inhibitor	PP5 primary	PREPL inhibitor	PP1 counter
Cc1nc(SCc2ccccc2)n[nH]1	10	-3	0	0.0	19	17	3.3	-4	-3
CCOC(=O)C1CCN(Cc2oc(CO)cc(=O)c2O)CC1	-5	-2	2	0.1	-3	-7	2.9	11	3
CCOc1cc(C2C(C(=O)c3ccco3)=C(O)C(=O)N2CC2CCCO2)ccc1O (stereo not given)	4	1	-2	-0.2	6	4	0.9	-3	-2
CCOC(=O)c1sc(=NC(=O)c2cccc(C)c2)n(C)c1C	3	-2	0	-0.1	-10	-4	-2.0	-3	4
O=C(Cc1c[nH]c2ccccc12)OCCOC(=O)Cc1c[nH]c2ccccc12	5	1	0	0.0	9	-1	1.6	20	0
NC(=O)C(c1ccccc1)c1ccc(C(=O)c2ccccc2)cc1 (stereo not given)	7	-4	-3	0.0	9	8	0.8	-1	0
COc1ccc(C2Oc3ccccc3N2C(C)=O)cc1 (stereo not given)	3	1	-2	-0.1	-11	-9	1.1	-8	5
COC(=O)c1ccccc1NC(=O)CCS(=O)(=O)c1ccc(Br)s1	-5	0	0	0.1	-6	6	3.1	4	-1

One compound at a time, from the list above. Values in the order: core dimer inh | Fh CTSL1 inh | TPT1 inhibitor | Efflux pump mplx | ZTA DNA inh | EBNA-1 inhibitor | PP5 primary | PREPL inhibitor | PP1 counter
Shown for `CCOC(=O)C1CCN(Cc2oc(CO)cc(=O)c2O)CC1` = -5 | -2 | 2 | 0.1 | -3 | -7 | 2.9 | 11 | 3
Shown for `CC(=O)c1cccc(NC(=O)C(C)N(C)CC(=O)Nc2ccc(Cl)cc2)c1` (stereo not given) = -3 | -3 | -2 | 0.0 | -7 | 0 | 1.7 | -25 | 2

Part of the list above, reformatted.
CCOC(=O)C1CCN(Cc2oc(CO)cc(=O)c2O)CC1
- core dimer inh: -5
- Fh CTSL1 inh: -2
- TPT1 inhibitor: 2
- Efflux pump mplx: 0.1
- ZTA DNA inh: -3
- EBNA-1 inhibitor: -7
- PP5 primary: 2.9
- PREPL inhibitor: 11
- PP1 counter: 3

Cc1nc(SCc2ccccc2)n[nH]1
- core dimer inh: 10
- Fh CTSL1 inh: -3
- TPT1 inhibitor: 0
- Efflux pump mplx: 0.0
- ZTA DNA inh: 19
- EBNA-1 inhibitor: 17
- PP5 primary: 3.3
- PREPL inhibitor: -4
- PP1 counter: -3

Screens: PubChem, several laboratories
